SRC2 inh: inhibits human steroid receptor coactivator 2; HEK293 GAL4-SRC2 luciferase reporter, luminescence; 370,000 compounds, 0.17% hits; inhibition, % at 9 µM; AID 651957; Q15596;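 active = inhibition above the mean inhibition of all tested compounds plus 3 SD, set per campaign, cut at about 52% in these data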;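 also: 0% = DMSO treated cells and 100% = cells given Gossypol at 36 µM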
Numbers without * were called inactive. Only part of the results is shown; rates above refer to the full screens.

mol	SRC2 inh
O=S1(=O)c2c(cccc2N2CCC[C@H]2CO)O[C@@H]2CCN1C2	-14
COc1cccc(CNC(=O)CCCCCn2c(=S)[nH]c3ccc(N4CCOCC4)cc3c2=O)c1	-29
O=C(Nc1ccc(Cl)cc1)OC1CCC12CCC(c1ccccc1)CC2 (centres undefined)	-1
N#Cc1ccc(S(=O)(=O)N2CCCc3nc(-c4ccc(Br)cc4)ccc32)cc1	-5
COc1ccc(-n2c(SCC(=O)NCC3CCCO3)nnc2-c2ccncc2)cc1 (centres undefined)	-6
CC(C)CC1NC(=O)c2ccc(Cl)cc2-n2c1nc1ccc(Cl)cc1c2=O (centres undefined)	-13
Oc1c(C=Nc2cccc3nsnc23)ccc2ccccc12	5
COC(=O)[C@]12C[C@H](CC(=O)NCc3ccc(OC)c(OC)c3)C(=O)N(Cc3ccccc3)C1=C[C@H](COCc1ccccc1)O[C@@H]2C	5
CC(=O)N[C@@H]1C[C@@H]2O[C@H](CO)CC[C@@H]2O[C@@H]1CCc1ccc(C#CC2(O)CCCC2)cc1	-19
CC(C)CN1C(=O)C[C@@]2(C(=O)N(C)c3ccc(NC(=O)c4cc(F)ccc4F)cc32)C1c1ccccc1 (some centres undefined)	-7
CCCCNC(=O)C[C@H]1C[C@@]2(C(=O)OC)C(=C[C@H](C3CCCC3)O[C@@H]2C)N(CCC2=CCCCC2)C1=O	10
O=S1(=O)c2c(cccc2N2CCC[C@@H]2CO)O[C@@H]2CCN1C2	15
Cc1ccccc1-c1ccc2c(c1)[C@@H]1C[C@H]3[C@@H](CN1CC2)[C@H](C)OC(c1ccccc1)N3C (some centres undefined)	7
Cc1cc(=O)[nH]c(SCC(=O)Nc2cccc(Cl)c2F)n1	4
COc1ccc(C(=O)O[C@@H]2CCC[C@@]3(C(=O)N(Cc4ccccc4)c4ccccc43)[C@H]2NC(=O)CCc2ccccc2)cc1OC	18
O=C(Nc1ccc(Br)cc1)OCCCN1CCC2(CCCCC2)C1=O	-10
N#Cc1ccc(Cn2ccc3ccc(-c4ccc5ccn(C(=O)C6CC6)c5c4)cc32)cc1	-3
CC(=O)N1c2cc(S(=O)(=O)Nc3c(C)n(C)n(-c4ccccc4)c3=O)c(Br)cc2CC1C (centres undefined)	-5
COC(=O)CC#C[C@H](C)[C@@H](NS(C)(=O)=O)C(C)(C)COCc1ccccc1	-1
Brc1ccc(-c2nn3c(-c4ccccc4)nnc3s2)o1	7
Cn1c(=O)c2cc(S(=O)(=O)N3CCN(c4ccc(F)cc4)CC3)ccc2n(C)c1=O	-24
COc1ccc(S[C@]2(C(=O)N3CCCC3)CC(=O)N(c3ccccc3OC)[C@@H]2c2ccc(OC)cc2)cc1	2
COC(=O)CCN(Cc1cccc(OC)c1OC)S(=O)(=O)c1ccccc1Br	3
O=C(NCC1COCCO1)C1CCN(S(=O)(=O)c2cccc3ccccc23)CC1 (centres undefined)	-1
COCCCN1C(=O)[C@H](CC(=O)NCc2ccc(C)o2)[C@]2(C(=O)OC)CCCCC=C12	-2
O=C(NC1CCCCN(Cc2ccc(OC(F)(F)F)cc2)C1=O)c1ccc(F)c(F)c1 (centres undefined)	4
COC(=O)c1ccc(C(=O)Nc2nnc(-c3cccnc3)o2)cc1	-9
COC(=O)[C@]12C[C@H](CC(=O)N3CCCCC3)C(=O)N(Cc3cccc4ccccc34)C1=C[C@H](C(C)C)O[C@@H]2C1CC1	0
Cc1cccc(NC(=O)N2CCC(N(C)CCC(C)C)CC2)c1	11
Cc1ccc2c(c1)C1CS(=O)(=O)N(C3CCCC3)C(=O)N1C2 (centres undefined)	-29
C=CCn1c(=O)n(CC=C)c(=O)n(CC=C)c1=O	9
O=C(Nc1ccccc1)Nc1scc2c1c(=O)oc1ccccc12	-30
COC(=O)CCN(Cc1ccc(OC)cc1OC)S(=O)(=O)c1ccccc1Br	1
Cc1ccc(OCc2nnc(SCC(=O)c3ccc(-c4ccccc4)cc3)n2Cc2ccco2)cc1	1
O=C(Cn1cc(COC(=O)c2c3ccccc3cc3ccccc23)nn1)c1ccc(O)cc1	3
CCOc1ccc(CCNC(=O)c2cc3ccsc3n2C)cc1OC	-8
COc1ccc(-c2noc(C3CCCN(C(=O)Nc4cccc(C)c4)C3)n2)cc1 (centres undefined)	-26
O=S1(=O)c2c(NCc3ccco3)cccc2Oc2ccccc2CN1Cc1cn(Cc2ccc(F)cc2)nn1	0
CC(C)CNc1cccc2c1S(=O)(=O)N(Cc1cn(Cc3ccc(F)cc3)nn1)Cc1ccccc1O2	11
O=C(C(=O)N1CCC(CNS(=O)(=O)c2ccccc2OC(F)(F)F)CC1)c1cccs1	21
COC(=O)C1=C(C)N(C)C(=NCc2cccc(C(F)(F)F)c2)NC1c1ccccc1C(F)(F)F (centres undefined)	8
O=[N+]([O-])c1cncc2[nH]cnc12	-24
Cc1ccc2nc3n(c(=O)c2c1)-c1ccccc1C(=O)NC3CC(C)C (centres undefined)	7
CCN1C(=O)N[C@H]2C[C@@H](c3ccccc3)[C@@H](C)[C@@H](C(=O)N3CCCC3)C[C@H]21	-4
CCCCNC(=O)C1CCCN1C(=O)Nc1cc(Cl)cc(Cl)c1 (centres undefined)	-15
C[C@@H]1OC(C2CCCCC2)N(C)[C@H]2C[C@H]3c4[nH]c5c(-c6ccccc6)cccc5c4CCN3C(=O)[C@@H]12 (some centres undefined)	-35
Cc1cccc(-c2cccc3c4c([nH]c23)[C@@H]2C[C@H](N(C)C(=O)Nc3ccccc3C)[C@H]([C@H](C)O)CN2CC4)c1	-5
O=C(NC1CCCCN(Cc2ccc(Cl)cc2)C1=O)c1ccccc1 (centres undefined)	25
Nc1[nH]c(C(=O)c2ccc(Br)cc2)c(-c2ccc(Cl)cc2)c1C(=O)NCCc1c[nH]c2ccccc12	7
C[C@H](CO)N1C[C@H](C)[C@@H](CN(C)C(=O)C2CC2)OCc2cn(nn2)CCCC1=O	-8
COC(=O)[C@H](C(C)C)N1Cc2nnn(Cc3ccc(C)cc3)c2-c2cc(F)ccc2S1(=O)=O	10
Cc1ccccc1N1CCN(C(=O)COc2cc(=O)n(C)c3ccccc23)CC1	11
C[C@H]1[C@@H](C(=O)N2CCCC2)Cc2nc3ccccc3nc2C[C@@H]1c1ccccc1	-12
Cc1ccc(CN2CCCCC(NC(=O)c3ccc(COc4ccccc4)cc3)C2=O)cc1 (centres undefined)	18
Cn1c(SCC(=O)Nc2ccc3nc(SCC(=O)N4CCCC4)sc3c2)nnc1-c1ccccc1	11
CC12CCC3c4ccc(OCCCO)c([N+](=O)[O-])c4CCC3C1CCC2=O (centres undefined)	-16
COc1cccc(CC(=O)N2CCN(C(=O)C(=O)c3ccc(OC)c(OC)c3)CC2)c1	-7
COc1cccc(CC(=O)N(Cc2ccccc2)c2ccccc2C(=O)Nc2cc(OC)ccc2OC)c1	-5
O=C(N[C@@H](Cc1cccnc1)C(=O)N1CCC[C@H]1C(=O)NCCc1ccccc1Cl)c1ccco1	-9
O=C(CCc1nc(-c2ccccc2F)no1)NCCc1cccc(F)c1	14

Four entries from above in a different format.
> O=C(Nc1ccc(Br)cc1)OCCCN1CCC2(CCCCC2)C1=O
  SRC2 inh: -10

> Cn1c(=O)c2cc(S(=O)(=O)N3CCN(c4ccc(F)cc4)CC3)ccc2n(C)c1=O
  SRC2 inh: -24

> CC(=O)N1c2cc(S(=O)(=O)Nc3c(C)n(C)n(-c4ccccc4)c3=O)c(Br)cc2CC1C (centres undefined)
  SRC2 inh: -5

> Cc1ccc2nc3n(c(=O)c2c1)-c1ccccc1C(=O)NC3CC(C)C (centres undefined)
  SRC2 inh: 7

Following part:
mol	SRC2 inh
COC(=O)c1[nH]c2ccc(F)cc2c1NC(=O)CCN1CCN(C(=O)c2ccco2)CC1	-6
COC(=O)C1CN(Cc2cn(Cc3ccc(F)cc3)nn2)CCS(=O)(=O)N1Cc1ccccc1 (centres undefined)	-1
CC(C)CNC(=O)C1CSCCS(=O)(=O)N1Cc1ccc(F)cc1 (centres undefined)	3
CCOC(=O)Nc1ccc2c(CN3C(=O)NC(CC)(CC)C3=O)cc(=O)oc2c1	-3
COC(=O)C1CN(Cc2cn(Cc3ccccc3)nn2)CCS(=O)(=O)N1Cc1ccc(C)cc1 (centres undefined)	12
COC(=O)C[C@@H]1CC[C@H]2[C@@H](COc3ccc(NS(=O)(=O)CC(F)(F)F)cc3C(=O)N2C)O1	12
CCOC(=O)C1=Nc2cccc3c(O)ccc1c23	-10
O=C(Nc1ccc(Cl)c(Cl)c1)c1cccc2c1-c1ccccc1C2=O	-10
CCOC(=O)C1=CCN(S(=O)(=O)c2ccc(F)cc2)C1c1ccc(Cl)cc1 (centres undefined)	7
COc1ccc(OC)c(S(=O)(=O)N2CCC(C(=O)NCC3COCCO3)CC2)c1 (centres undefined)	14
CCOC(=O)N1CCN(C(=O)C[C@H]2C[C@@]3(C(=O)OC)C(=C[C@H](COCc4ccccc4)O[C@@H]3C)N(Cc3ccco3)C2=O)CC1	10
CCCCS(=O)(=O)N1CCCc2nc(-c3ccc(Br)cc3)ccc21	-46
C=CCCC1CN(Cc2ccc(OC)cc2)S(=O)(=O)c2c(Oc3ccc(OC)cc3)cccc2O1 (centres undefined)	-19
O=C1c2ccccc2C2Cc3nnccc3CN12 (centres undefined)	-35
Cc1cc(NC(=O)c2n[nH]c(=O)c3ccccc23)ccc1Br	1
COC(=O)c1ccccc1NC(=O)NCC1CCN(Cc2ccc(OC)cc2)CC1	9
O=C(Cn1nnc(-c2ccccc2F)n1)Nc1ccc(F)cc1F	-6
CC(COc1ccc(Cl)cc1)CN1CCC(C(O)(c2ccccc2)c2ccccc2)CC1 (centres undefined)	10
COc1ccc(Cn2c(NC(=O)c3ccccc3)nc(Cc3ccccc3)c2-c2ccccc2)cc1	-27
COc1ccc(/C=N\NC(=O)c2cccc([N+](=O)[O-])c2)cc1Cn1cc([N+](=O)[O-])cn1	-35

A different layout for two compounds above.
SRC2 inh,Molecule
-6,O=C(Cn1nnc(-c2ccccc2F)n1)Nc1ccc(F)cc1F
10,CC(COc1ccc(Cl)cc1)CN1CCC(C(O)(c2ccccc2)c2ccccc2)CC1 (centres undefined)

Carrying on:
mol	SRC2 inh
Cc1ccc(NC(=O)CN(C)Cc2c(O)ccc3ccccc23)cc1	2
COc1cc(C(=O)NC2CCCCN(Cc3ccc(Cl)cc3)C2=O)cc(OC)c1OC (centres undefined)	30
CC(C)CNc1cccc2c1S(=O)(=O)N[C@@H](CC(C)C)CO2	4
CCN1CCCCC(NC(=O)c2cc(OC)c(OC)c(OC)c2)C1=O (centres undefined)	-12
O=C(NCc1ccc(F)cc1)c1cccc2c1C(=O)c1ccc(Cl)cc1S2(=O)=O	-23
COc1ccc2nc3n(c(=O)c2c1)-c1cc(Cl)ccc1C(=O)NC3Cc1ccccc1 (centres undefined)	-12
CCCCCn1nnnc1C1(C)CCCC(=O)N1Cc1ccco1 (centres undefined)	12
COc1ccc(C(=O)C(=O)N2CCN(C(=O)c3cc(C(F)(F)F)cc(C(F)(F)F)c3)CC2)cc1OC	19
O=S(=O)(c1ccccc1)N1CCCc2nc(-c3ccc(F)cc3)ccc21	-21
CCCC[C@H]1C2CC(OC(=O)NCCCC(=O)OCC)C(C2)[C@H]2CCCCN21 (some centres undefined)	1
O=C(CSc1nnc(-c2ccccn2)n1-c1ccccc1)c1ccc(F)cc1	10
NC(=O)[C@@H]1CCCN1C(=O)[C@@H](Cc1ccccc1)NC(=O)[C@H]1O[C@@H](n2ccc(=O)[nH]c2=O)[C@H](O)[C@@H]1O	-31
CN1C(c2ccccc2)CC(C)(O)CC1c1ccccc1 (centres undefined)	-23
C[C@H]1C2CC(OC(=O)Nc3ccccc3C(F)(F)F)C(C2)[C@H]2CCCCN21 (some centres undefined)	9
Cc1cccc(NC(=O)c2nc[nH]c2C(=O)N(C)CCO)c1	-7
C[C@H]1[C@@H](c2ccccc2)Oc2ccc(Cl)cc2S(=O)(=O)N1Cc1cccc(F)c1	-3
O=C(CCc1ccccc1)N[C@H]1[C@@H](OC(=O)c2ccco2)CCC[C@@]12C(=O)N(Cc1ccccc1)c1ccccc12	15
COc1ccc(C(=O)OCCCN(C)C2CN(Cc3cn(Cc4ccccc4Cl)nn3)S(=O)(=O)C2)cc1OC (centres undefined)	0
N#CCC[C@H]1CC[C@]2(CCCN(C(=O)c3ccno3)C2)O1	7
COCc1cc(N2CCN(C(=O)OC(C)(C)C)C[C@H]2C)ccc1N1C[C@@H](C)O[C@@H](C)C1	19
CCCCN1CCN(C(=O)C2CCCN(C(=O)c3ccc4c(c3)NC(=O)CS4)C2)CC1 (centres undefined)	-10
C[C@H](O)[C@@H]1CN2CCc3c([nH]c4c(-c5ccccc5)cccc34)[C@@H]2C[C@@H]1N(C)C(=O)Nc1ccccc1	14
COC(=O)[C@H](CC(C)C)N(CCCc1cn(Cc2ccc(C)cc2)nn1)S(=O)(=O)c1ccccc1Br	13
CC(=O)OCC(=O)NCC1CCN(C(=O)C(=O)c2cc3ccccc3o2)CC1	-28
